HIV fusion peptide – inhibitors of HIV fusion peptide binding, primary screen, biochemical, uHTS, fluorescence dequenching (AID 1986). cell-free peptide binding, fluorescence dequenching, 30 min; higher % means a stronger effect. 290,000 tested, 0.3% active. inhibition, % at 20 µM; hits with a dose series show IC50 in µM; in the data active = inhibition mostly above about 52%, no sharp cut-off; inactive = mostly below about 76%; note: some results filed as inactive read as strong as hits
Large T inhibition – TAg ATPase/helicase activity blockers – biochemical (AID 1903); SV40 large T antigen ATPase/helicase inhibition assay; higher % means a stronger effect; inhibition, % at 20 µM, or IC50 in µM where a hit was titrated; 310,000 tested, 0.39% active; in the data active = a potency from the dose series; inconclusive = inhibition mostly from about 32% at the one dose, without a potency; inactive = the rest, 99 in 100 with inhibition below about 32%; note: strong numbers were not always called active
LYP phosphatase – PTPN22 lymphoid phosphatase activity blockers – biochemical, fluorescence intensity, uHTS (AID 1779) | recombinant LYP phosphatase, fluorescence intensity; higher % means a stronger effect | inhibition, % at 11.5 µM, or IC50 in µM where a hit was titrated | 290,000 tested, 0.054% active; in the data active = inhibition above about 50%;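 note: plate controls were vehicle with enzyme for no effect and no enzyme for full effect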
Dengue-2 NS5 capping – flavivirus cap methylation enzyme inhibition – biochemical, confirmation dose response, primary screen (AID 588689). Dengue-2 NS5 methyltransferase capping enzyme assay, biochemical; higher % means a stronger effect. inhibition, % at 25 µM, or IC50 in µM where a hit was titrated. 340,000 tested, 0.3% active; in the data active = a potency from the dose series; inconclusive = inhibition above about 29% without an active follow-up result
Rac1 GTP hydrolysis – MgcRacGAP GTPase-activating activity inhibitors, confirmation, biochemical, ADP Hunter fluorescence; MgcRacGAP-stimulated Rac1 GTP hydrolysis, ADP Hunter fluorescence; higher % means a stronger effect; GST-tagged Rac1 F28L mutant substrate; one-dose inhibition, % at 30 µM; IC50 in µM for titrated hits; 340,000 tested, 0.6% active; AID 624330;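 active = first-screen hits whose inhibition reached a set limit at any dose in the follow-up dose series; inconclusive = inhibition above the set first-screen limit but never retested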;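 note: fluorescence reports GDP produced by GAP-driven GTP hydrolysis; strong numbers were not always called active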
RSV CPE inhibition – inhibition of RSV-induced cytopathic effect – HEp-2 cells, primary 10 µM value included (AID 2391); 310,000 tested, 0.13% active; HEp-2 cells, RSV-induced CPE inhibition; higher % means a stronger effect; one-dose CPE inhibition, % at 10 µM; IC50 in µM for titrated hits; in the data active = a potency from the dose series; inconclusive = CPE inhibition mostly from about 23% at the one dose, without a potency; inactive = the rest, 99 in 100 with CPE inhibition below about 21%; note: strong numbers were not always called active
XIAP displacement – XIAP antagonists, biochemical, IAP family, fluorescence polarization (AID 1018); XIAP BIR domain, fluorescence polarization peptide displacement; higher % means a stronger effect; displacement, % at 20 µM, or IC50 in µM where a hit was titrated; 200,000 tested, 0.007% active; in the data active = displacement above about 50%; note: a part of the inactive calls stands beside numbers as strong as those of hits
Siah-1 displacement – blockers of Siah-1 interaction with plectin peptide – biochemical, fluorescence polarization, rhodamine-plectin, uHTS, primary screen (AID 1817) | displacement, % at 20 µM, or IC50 in µM where a hit was titrated | 290,000 tested, 0.02% active | Siah-1 / rhodamine-plectin peptide fluorescence polarization; higher % means a stronger effect;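 active = displacement of at least 50% at 20 µM, with a fluorescence ratio check between 0.3 and a set limit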;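 note: plate controls were Siah plus tracer with DMSO for no effect and tracer alone without Siah for full effect; strong numbers were not always called active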
AID2073 – disruptors of CaV2.2 binding to Mint1 – biochemical, HTRF (AID 2073) | 290,000 tested, 0.19% active | inhibition, % at 20 µM, or IC50 in µM where a hit was titrated | HTRF protein-protein interaction, Mint1-CaV2.2; higher % means a stronger effect; in the data active = inhibition mostly above about 51%, no sharp cut-off; inconclusive = no clear call, values can overlap the other calls; inactive = mostly below about 53%; note: some results filed as inactive read as strong as hits
Dengue-2 NS5 capping pilot replicate – further read-out of Dengue-2 NS5 capping, marked with its call; inhibition, %; measured here: pilot screen replicate inhibition
The depositor's hits bear a star; ? = inconclusive; . = no result given.

The first 13 compounds, ahead of the listing:
SMILES	HIV fusion peptide	Large T inhibition	LYP phosphatase	Dengue-2 NS5 capping	Rac1 GTP hydrolysis	RSV CPE inhibition	XIAP displacement	Siah-1 displacement	AID2073	others
COc1cccc(NC(=S)NN=C2CCCCCC2)c1	0.4%	29%	-2%	-1%	5%	.	1.1%	-5%	5%
COc1ccccc1C(=O)Nc1sc(C(=O)N2CCCC2)c(C)c1C#N	0.3%	21%	-4%	-3%	5%	2.4%	-1.4%	4%	30%
Cc1nc2n(n1)CC(O)CS2 (stereo not drawn)	4.3%	-10%	-2%	-4%	3%	1.7%	-3.9%	3%	6%
CCOc1cc2c(C#N)c(N3CCCCC3)nc(N)c2c(N)n1	8.6%	11%	-3%	-22%	5%	9.0%	-8.6%	-8%	12%
CCCCCn1c(SCCCC)nc2c1c(=O)[nH]c(=O)n2C	1.3%	5%	-3%	-8%	9%	18%	0.4%	0%	-4%
CCC(=O)N1CCNC(=O)C1CC(=O)Nc1ccc(C)c(Cl)c1 (stereo not drawn)	-0.4%	15%	-1%	-6%	6%	4.2%	0.1%	2%	1%
COc1ccc(OC)c(S(=O)(=O)N2CCCC(C(=O)NCc3ccccn3)C2)c1 (stereo not drawn)	1.1%	8%	1%	-6%	5%	0.8%	.	-3%	-2%
NC(=O)CSc1nnc2n(-c3ccccc3)c(=O)c3c4c(sc3n12)CCCCC4	1.3%	-4%	-4%	3%	2%	1.4%	-4.8%	-2%	3%
Cc1c(C(=O)N2CCCc3ccccc32)oc2ccccc12	-0.8%	9%	-4%	-2%	5%	4.0%	.	-4%	5%
CC(C)CC(=O)NC1(C(F)(F)F)C(=O)Nc2c1c(=O)[nH]c(=O)n2Cc1ccco1 (stereo not drawn)	-1.6%	10%	-14%	-3%	13%	3.6%	0.3%	14%	0%
CCCCn1cc(S(=O)(=O)c2ccccc2)c(=O)c2cc(C)ccc21	-1.5%	5%	-8%	2%	10%	1.1%	.	4%	34%
COC(=O)c1ccccc1NC(=O)Oc1ccc(C(C)C)cc1	-0.8%	5%	-7%	3%	8%	-1.4%	-3.5%	0%	?
Fc1ccc(/C=N/NC(=S)Nc2cccnc2)cc1	-3.7%	7%	-6%	4%	-3%	1.8%	-5.1%	5%	-13%

This part in full, repeating the preview:
SMILES	HIV fusion peptide	Large T inhibition	LYP phosphatase	Dengue-2 NS5 capping	Rac1 GTP hydrolysis	RSV CPE inhibition	XIAP displacement	Siah-1 displacement	AID2073	others
COc1cccc(NC(=S)NN=C2CCCCCC2)c1	0.4%	29%	-2%	-1%	5%	.	1.1%	-5%	5%
COc1ccccc1C(=O)Nc1sc(C(=O)N2CCCC2)c(C)c1C#N	0.3%	21%	-4%	-3%	5%	2.4%	-1.4%	4%	30%
Cc1nc2n(n1)CC(O)CS2 (stereo not drawn)	4.3%	-10%	-2%	-4%	3%	1.7%	-3.9%	3%	6%
CCOc1cc2c(C#N)c(N3CCCCC3)nc(N)c2c(N)n1	8.6%	11%	-3%	-22%	5%	9.0%	-8.6%	-8%	12%
CCCCCn1c(SCCCC)nc2c1c(=O)[nH]c(=O)n2C	1.3%	5%	-3%	-8%	9%	18%	0.4%	0%	-4%
CCC(=O)N1CCNC(=O)C1CC(=O)Nc1ccc(C)c(Cl)c1 (stereo not drawn)	-0.4%	15%	-1%	-6%	6%	4.2%	0.1%	2%	1%
COc1ccc(OC)c(S(=O)(=O)N2CCCC(C(=O)NCc3ccccn3)C2)c1 (stereo not drawn)	1.1%	8%	1%	-6%	5%	0.8%	.	-3%	-2%
NC(=O)CSc1nnc2n(-c3ccccc3)c(=O)c3c4c(sc3n12)CCCCC4	1.3%	-4%	-4%	3%	2%	1.4%	-4.8%	-2%	3%
Cc1c(C(=O)N2CCCc3ccccc32)oc2ccccc12	-0.8%	9%	-4%	-2%	5%	4.0%	.	-4%	5%
CC(C)CC(=O)NC1(C(F)(F)F)C(=O)Nc2c1c(=O)[nH]c(=O)n2Cc1ccco1 (stereo not drawn)	-1.6%	10%	-14%	-3%	13%	3.6%	0.3%	14%	0%
CCCCn1cc(S(=O)(=O)c2ccccc2)c(=O)c2cc(C)ccc21	-1.5%	5%	-8%	2%	10%	1.1%	.	4%	34%
COC(=O)c1ccccc1NC(=O)Oc1ccc(C(C)C)cc1	-0.8%	5%	-7%	3%	8%	-1.4%	-3.5%	0%	?
Fc1ccc(/C=N/NC(=S)Nc2cccnc2)cc1	-3.7%	7%	-6%	4%	-3%	1.8%	-5.1%	5%	-13%
COCc1cc(C)nc(OCC(=O)N/N=C/c2ccc(-c3cc([N+](=O)[O-])ccc3C)o2)c1C#N	-3.5%	12%	12%	2%	9%	4.1%	-15%	-2%	11%
COc1ccc(-c2c(NC(=O)c3ccco3)n(C)c3ccccc3c2=O)cc1	-1.9%	-5%	-3%	5%	12%	-0.1%	-5.1%	0%	3%
Cn1nnnc1SCc1nc2scc(-c3ccc(Cl)cc3)c2c(=O)[nH]1	11%	25%	-2%	9%	11%	11%	.	16%	23%
COc1cccc(C(=O)Nc2cc(=O)n(C)c(=O)n2C)c1OC	5.9%	5%	-7%	-3%	7%	1.9%	-2.9%	-1%	-3%
COc1cc(C2C(C#N)=C(N)Oc3n[nH]c(-c4cccnc4)c32)cc(Br)c1O (stereo not drawn)	0.8%	57µM*	-5%	-16%	2%	1.3%	-11%	3%	-2%
O=C(N/N=C/c1cc2cc3c(cc2nc1Cl)OCO3)c1ccncc1	0.3%	5%	-10%	9%	0%	-0.5%	.	28%	-36%
CCCn1c2ccccc2c2cnn(CC(=O)NC(C)CC)c(=O)c21 (stereo not drawn)	0.7%	0%	-6%	-1%	.	2.2%	.	5%	9%
O=C(O)c1ccccc1C(=O)c1ccc(Cl)cc1	-1.8%	7%	-9%	1%	5%	-0.8%	.	3%	2%
O=C(CCNc1ccc(Cc2ccncc2)cc1)c1ccc([N+](=O)[O-])cc1	-0.8%	10%	-1%	0%	-10%	0.1%	-18%	-4%	-2%
O=C(CCNc1n[nH]c(=O)[nH]c1=O)N/N=C\c1cccc(OCc2ccccc2)c1	-1.3%	4%	0%	.	.	0.4%	-5.2%	4%	7%
COCc1c(C(=O)OCc2c(C)noc2C)oc2ccccc12	-0.4%	30%	-7%	-3%	5%	5.5%	-3.9%	-1%	-6%
COc1cc2c(cc1OC)CN(C(=O)CC1CC3CCC1C3)CC2 (stereo not drawn)	-2.6%	10%	-8%	-1%	5%	4.7%	2.0%	1%	-4%
COc1cccc(CNC(=O)C(Cc2ccccc2)n2cccc2)c1 (stereo not drawn)	1.9%	15%	-2%	1%	4%	-1.5%	.	-1%	6%
O=C(Cn1ncc2c(=O)oc3ccccc3c21)N1CCCN(Cc2ccccc2F)C1	-1.2%	1%	-6%	-3%	10%	1.1%	-3.4%	2%	4%
C=CCn1c(O)c(N=NC(=O)CNC(=O)c2ccncc2)c2ccccc21	-1.9%	20%	-8%	1%	6%	0.5%	.	-4%	5%
Cc1c(-c2ccc(F)cc2)nc(N)c(C#N)c1-c1ccco1	21%	12%	0%	-13%	9%	0.3%	-3.7%	4%	2%	Dengue-2 NS5 capping pilot replicate=-3.6
COc1ccc(C2=NNC(c3cc(Cl)cc4c3OCOC4)C2)c(O)c1 (stereo not drawn)	9.0%	5%	2%	.	.	7.6%	-6.3%	-6%	17%
Cc1ccc2c(c1)[C@@H]1CN(C)CC[C@@H]1N2S(=O)(=O)c1ccc([N+](=O)[O-])cc1	-4.9%	20%	-6%	0%	2%	-0.4%	-3.0%	-2%	-13%
Cc1ccc(Sc2cc(NCCCO)c([N+](=O)[O-])c3nonc23)cc1	-1.2%	14%	-9%	16%	7%	0.9%	.	-4%	-13%
O=c1nc(NCc2ccccc2Cl)cn[nH]1	-1.4%	15%	-6%	3%	-5%	-0.2%	-4.1%	-6%	-9%
COc1ccc(C2CC(C(F)(F)F)n3nc(C(=O)NCCN4CCOCC4)cc3N2)cc1 (stereo not drawn)	1.2%	9%	2%	-2%	2%	1.3%	0.8%	1%	-2%
Cc1noc(C)c1COC(=O)c1ccc2ccccc2n1	-1.0%	12%	-3%	-2%	4%	1.0%	-6.9%	0%	3%
O=C(Nc1ccc(Br)cc1)c1csc(-c2ccncc2)n1	0.9%	-1%	-6%	.	11%	-3.0%	-8.5%	1%	-9%
COc1cc(C2C(C#N)=C(N)Oc3cc4c(cc32)OCO4)cc(OC)c1OC (stereo not drawn)	-2.3%	6%	0%	-5%	2%	0.9%	-7.6%	-1%	?
CCc1nc2ccc(C(=O)N3CCN(c4ccc(Cl)cc4)CC3)cc2nc1CC	0.1%	9%	-4%	0%	11%	21%	.	-2%	0%
COc1ccc(CCNC(=O)Cn2nc(C)c3c(C)n(-c4ccccc4)nc3c2=O)c(OC)c1	0.7%	0%	-12%	-16%	7%	2.0%	.	17%	10%
COc1ccc(C(=O)OCC(=O)Nc2cc(C)on2)cc1S(=O)(=O)N1CCOCC1	-3.6%	15%	-4%	-4%	3%	1.4%	-3.8%	3%	7%
CCOc1ccc(NC(=O)CN(C)C(=O)c2cc(C)oc2C)cc1OCC	.	19%	.	-6%	11%	-1.2%	.	.	.
NC(=O)C1CCN(C(=O)CC2C(=O)NCCN2Cc2cccc(Oc3ccccc3)c2)CC1 (stereo not drawn)	1.1%	11%	-8%	-1%	6%	0.6%	.	2%	-2%
Cc1ccc(S(=O)(=O)N2CCN=C2SCc2ccc(Cl)c(Cl)c2)cc1	0.0%	10%	2%	-7%	4%	2.2%	-6.2%	4%	-8%
Cc1ccsc1C(=O)Nc1ccc(F)c([N+](=O)[O-])c1	-1.3%	5%	-2%	3%	3%	0.0%	-3.4%	4%	7%
Cc1ccc(NC(=O)COc2ccccc2)cc1Cl	-1.3%	3%	-13%	0%	3%	5.1%	.	-1%	4%
COc1ccc(C2C(C(C)=O)=C(O)C(=O)N2c2ccccn2)cc1 (stereo not drawn)	-0.7%	8%	4%	1%	6%	0.9%	.	-2%	5%
CC(C)(CNC(=O)CC1C(=O)NCCN1Cc1cccc(F)c1F)N1CCOCC1 (stereo not drawn)	2.3%	-2%	-8%	3%	9%	2.1%	.	4%	-3%
Cn1c(=O)c2c3c(sc2n2c(SCc4ccc5c(c4)OCO5)nnc12)COC(C)(C)C3	1.8%	.	3%	.	.	.	-3.0%	2%	4%
COc1ccc(NC(=O)CC2C(=O)N(c3ccc(OC)cc3)C(=O)N2Cc2ccc(OC)c(OC)c2)cc1 (stereo not drawn)	-0.9%	6%	-3%	4%	7%	-0.7%	-3.7%	-5%	-2%

Assay outcomes deposited in PubChem by several laboratories.
